Screens from PubChem BioAssay.
CCR6 antag – CCR6 receptor antagonists, primary screen, cell-based, CHO-K1, luminescence, beta-arrestin, uHTS. C-C chemokine receptor type 6 (Homo sapiens), P51684. CHO-K1 CCR6 PathHunter beta-arrestin, CCL20-stimulated. inhibition, % at 20 µM. 340,000 compounds, 0.49% hits. AID 493098, 2011;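 active = compounds whose inhibition of the agonist-driven luminescence signal at 20 µM reaches about 50%, limit read from the data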;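 also: cells stimulated with CCL20 at 14 nM final; plate controls were DMSO with CCL20 for no effect and DMSO without agonist for full effect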
Target sequence (P51684 whole entry, looked up): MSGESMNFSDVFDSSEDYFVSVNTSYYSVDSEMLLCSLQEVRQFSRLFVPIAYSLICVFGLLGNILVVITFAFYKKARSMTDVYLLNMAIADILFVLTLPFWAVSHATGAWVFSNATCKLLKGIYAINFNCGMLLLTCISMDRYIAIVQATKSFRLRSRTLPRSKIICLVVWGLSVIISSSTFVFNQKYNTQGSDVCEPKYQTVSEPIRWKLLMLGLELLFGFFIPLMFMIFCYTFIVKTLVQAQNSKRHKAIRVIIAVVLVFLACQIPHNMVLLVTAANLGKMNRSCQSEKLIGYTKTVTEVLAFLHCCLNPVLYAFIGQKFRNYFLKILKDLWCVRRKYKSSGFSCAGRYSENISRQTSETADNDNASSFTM
UPR CHOP act – activators of apoptotic CHOP UPR arm, primary screen, cell-based, CHO-CHOP luciferase reporter, luminescence, uHTS | UPR activation; percent of tunicamycin response over DMSO baseline | activation, % at 10 µM | 330,000 compounds, 0.34% hits;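 active = at 10 µM dose, activation of 40% or more, normalized to positive control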;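 also: 100% = tunicamycin at 10 µg/mL and 0% = DMSO alone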
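Evaluation: % reporter activation, DMSO baseline versus tunicamycin full activation; System: CHO-CHOP luciferase reporter cell line; Input: 500 cells/well; Incubation: 6 h compound treatment, 37 °C; Measured by: Steady-Glo luciferase luminescence; Dosing: one dose, 10 µM in 0.5% DMSO; Buffer or medium: F12 medium, 10% FBS; Benchmarks: positive tunicamycin 10 µg/mL, negative DMSO alone.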
EBI2 antag – EBI2 receptor antagonists, beta-arrestin recruitment, primary screen, cell-based, luminescence, 7a,25-OHC stimulation, uHTS; G-protein coupled receptor 183 (Homo sapiens), P32249; 7a,25-OHC stimulated; inhibition, % at 5 µM; 360,000 compounds, 0.81% hits; AID 651636, 2012; in the data active = inhibition above about 38%;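 also: enzyme fragment complementation signal reports receptor beta-arrestin coupling in cells; 0% = agonist plus DMSO wells and 100% = wells without agonist; some results beyond the cut were filed as inactive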
Target sequence (P32249 whole entry, looked up, the tested form may be a part): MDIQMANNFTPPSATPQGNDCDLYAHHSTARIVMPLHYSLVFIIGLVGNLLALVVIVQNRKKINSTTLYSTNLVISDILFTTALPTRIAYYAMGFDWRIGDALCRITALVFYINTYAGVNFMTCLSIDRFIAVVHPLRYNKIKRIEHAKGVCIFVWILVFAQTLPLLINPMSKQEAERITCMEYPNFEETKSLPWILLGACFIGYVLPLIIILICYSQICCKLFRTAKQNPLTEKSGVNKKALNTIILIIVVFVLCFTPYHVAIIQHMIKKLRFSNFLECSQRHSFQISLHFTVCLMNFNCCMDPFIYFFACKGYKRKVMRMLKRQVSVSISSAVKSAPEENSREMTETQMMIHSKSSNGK
Jurkat NFkB inh – inhibitors of induced NF-kB luciferase reporter, primary screen, TCR NF-kB activation inhibitor project, cell-based, luminescence, uHTS. Jurkat, PMA/ionomycin-induced NF-kB luciferase reporter. inhibition, % at 4 µM. 330,000 compounds, 0.53% hits. AID 435003, 2010; in the data active = inhibition above about 50%
Gli-Sufu antag – Gli-Sufu pathway antagonists, primary screen, luciferase luminescence, Sufu-KO-LIGHT cells, uHTS. Sufu-KO-LIGHT fibroblasts, Gli luciferase reporter luminescence. inhibition, % at 5 µM. 340,000 compounds, 0.74% hits;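 active = inhibition above about 55%, limit read from the data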;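 also: 0% = DMSO-treated cells and 100% = wells with medium but no cells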
CXCR6 inh – CXCR6 receptor inhibitors, primary screen, cell-based, beta-arrestin, luminescence, CHO-K1 PathHunter, 1536-well. C-X-C chemokine receptor type 6 (Homo sapiens), O00574. inhibition, % at 20 µM. 360,000 compounds, 0.36% hits; in the data active = inhibition above about 34%, passing the limit was not always enough;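 also: antagonist mode with CXCL16 agonist at 10 nM final; 0% = 10 nM CXCL16 with DMSO and 100% = unstimulated wells without agonist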
Target sequence (O00574 whole entry, looked up): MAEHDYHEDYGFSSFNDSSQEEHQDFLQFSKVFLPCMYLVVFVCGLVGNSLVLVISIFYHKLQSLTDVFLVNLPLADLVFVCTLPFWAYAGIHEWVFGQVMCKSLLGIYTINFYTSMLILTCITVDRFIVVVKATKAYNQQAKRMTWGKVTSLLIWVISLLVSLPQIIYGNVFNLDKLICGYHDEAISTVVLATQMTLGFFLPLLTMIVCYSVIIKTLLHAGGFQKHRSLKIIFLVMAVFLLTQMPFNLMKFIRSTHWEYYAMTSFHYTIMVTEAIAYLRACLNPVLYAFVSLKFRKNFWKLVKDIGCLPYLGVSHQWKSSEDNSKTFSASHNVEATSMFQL
Mdm2 MdmX PPI – inhibitors of human Mdm2-MdmX association, primary screen, cell-based, luminescence, split luciferase, SaOS-2, uHTS | Protein Mdm4 (Homo sapiens) + E3 ubiquitin-protein ligase Mdm2 (Homo sapiens), … | inhibition, % at 8 µM | AID 485346, 2010 | SaOS-2 split-luciferase Mdm2/MdmX complementation | 330,000 compounds, 3% hits;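 active = inhibition of at least 50% at 8 µM in the primary screen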
XBP1 UPR activ – activators of adaptive XBP1 UPR arm, primary screen, cell-based, CHO-XBP1 luciferase reporter, luminescence, uHTS; IRE1-XBP1 UPR activation; percent of tunicamycin response, DMSO as zero; activation, % at 20 µM; 330,000 compounds, 0.33% hits;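 active = versus positive control, 20 µM dose yields 30% or more activation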;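 also: 100% = tunicamycin at 10 µg/mL and 0% = DMSO only wells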
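Material: CHO cell line with stable XBP1 luciferase reporter; buffer or medium: F12 medium containing 10% fetal bovine serum; compound: single point, 20 µM final compound, 1% DMSO; incubation: 6 h treatment, 37 °C; measured by: glow luminescence from Steady-Glo reagent; evaluation: activation, % of tunicamycin; control set: tunicamycin high, DMSO low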
697 NFkB inh – inhibitors of PMA/ionomycin-induced NF-kB reporter, 697 cells, primary screen, B-cell NF-kB inhibitor project, cell-based, luminescence, uHTS | 697 B-cell NF-kB luciferase reporter, 16 h | AID 435022, 2010 | inhibition, % at 4 µM | 330,000 compounds, 0.33% hits; in the data active = inhibition above about 35%
The depositor's hits bear a star; . = not tested or not shown. No enrichment for hits; any-hit rate near 5%.

Order of results – CCR6 antag	UPR CHOP act	EBI2 antag	Jurkat NFkB inh	Gli-Sufu antag	CXCR6 inh	Mdm2 MdmX PPI	XBP1 UPR activ	697 NFkB inh
(1) CC(C)(C)c1[nH]nc2c1C(c1ccco1)C(C#N)=C(N)O2 (stereo unspecified)
 : 12.8	-1.0	-10.4	4.2	53.8	-10.7	-35.8	-2.0	1.4
(2) O=C(Nc1ccc(S(=O)(=O)Nc2ccccc2)cc1)C1CC1
 : -0.3	-0.3	-6.2	2.1	12.6	-25.9	17.8	-4.5	5.0
(3) CC1(C(=O)CSc2n[nH]c(-c3ccccc3Cl)n2)CCC(=O)O1 (stereo unspecified)
 : .	-1.5	.	-9.2	.	.	7.3	-2.5	-21.0
(4) COc1ccc2c(c1)[C@H]1[C@H](CO2)[C@H](c2ccccc2)[C@@]2(C)C(=O)N[C@H](C)C(=O)N12
 : -3.0	.	-10.0	.	-14.9	7.3	.	.	.
(5) Cc1ccc2nc(N3CCOCC3)c(C=O)c(=O)n2c1
 : -0.1	-1.3	-5.6	4.3	0.8	-0.2	23.0	-3.0	10.0
(6) COc1ccc(NS(=O)(=O)c2ccc(C(=O)N(C)Cc3cccs3)cc2)cc1
 : 16.7	-1.5	11.5	-14.7	14.6	-6.8	20.7	0.5	-18.1
(7) COC(=O)[C@@]1(Cc2ccc(OC)cc2)[C@H]2c3cc(C(=O)N(C)C)n(Cc4ccc(OC(F)(F)F)cc4)c3C[C@H]2CN1C(=O)c1ccccc1
 : 7.7	6.0	.	25.6	7.1	.	16.0	2.0	18.9
(8) Cc1c(NC(=O)CSc2nc3c(cnn3-c3ccccc3)c(=O)[nH]2)c(=O)n(-c2ccccc2)n1C
 : -9.1	2.9	-6.9	-13.2	-12.9	-9.4	3.8	0.0	13.7
(9) Cc1ccc(Cl)cc1N(C)C(=O)Cn1ncc2c([nH]c3ccccc32)c1=O
 : -12.4	0.7	-3.2	0.7	-3.4	1.2	11.9	-0.9	6.4
(10) NCC1CCN(c2nc3ccccc3c3c2CCCC3)CC1
 : 22.2	.	-4.5	.	2.2	4.1	.	.	.
(11) O=C(NCc1cccnc1)C1CCN(S(=O)(=O)c2cccnc2)CC1
 : 24.1	-1.0	-18.2	-4.6	4.4	-1.9	16.2	-0.9	-1.6
(12) CC(C)C(c1nnnn1Cc1ccco1)N1CCN(c2nc3ccccc3s2)CC1 (stereo unspecified)
 : 15.3	-1.4	9.7	14.0	-5.9	13.6	41.1	-2.5	-27.8
(13) CCN(CC)CCNC(=O)Cn1nc(Cc2cccnc2)c2ccccc2c1=O
 : 6.5	-0.2	1.6	11.3	3.8	4.1	11.7	-3.2	7.2
(14) CCOc1ccc2oc(C(=O)NCC(C)(C)CN(C)C)c(C)c2c1
 : -0.3	-0.1	-3.5	-11.3	6.6	3.4	15.0	2.3	-1.6
(15) CCCn1cccc(C(=O)Nc2ccc(OC)cc2)c1=O
 : 7.5	2.7	-3.5	-29.0	-12.9	1.6	-3.8	-5.6	-16.8
(16) CCCCN(C)C1CCN(C(=S)Nc2ccc(OC)cc2)CC1
 : -2.8	-0.9	-11.4	11.7	22.3	6.8	0.8	-1.9	22.4
(17) O=C(O)c1ccccc1N=N/C(=N/Nc1cc(S(=O)(=O)O)ccc1O)c1ccccc1
 : 20.3	2.3	-12.9	6.0	-9.2	-2.4	-19.7	2.6	9.3
(18) O=C(N/N=C\c1ccc(-c2ccc(Cl)c(Cl)c2)o1)C(=O)N1CCCC1
 : 7.0	1.6	-11.5	-5.5	3.3	10.9	18.8	-2.1	16.6
(19) Cn1nc(-c2ccccc2)cc1NC(=O)Nc1ccc(C(C)(C)C)cc1
 : -8.8	-1.2	16.3	-19.4	-1.1	-10.5	37.9	-1.7	-11.3
(20) NC(=O)c1cc(-c2csc(-c3cccnc3)n2)ccc1O
 : 6.5	3.6	18.1	15.4	-23.2	1.2	-1.6	6.9	-6.7

(listing goes on)
Order of results – CCR6 antag	UPR CHOP act	EBI2 antag	Jurkat NFkB inh	Gli-Sufu antag	CXCR6 inh	Mdm2 MdmX PPI	XBP1 UPR activ	697 NFkB inh
(21) COc1ccc(CN(Cc2ccc(OC)cc2)S(=O)(=O)c2ccc(-n3cnnn3)c(C)c2)cc1
 : 12.9	-1.4	45.0*	13.2	0.6	5.6	12.4	-2.8	5.6
(22) Nc1ccc(N2CCCCCC2)cc1
 : .	37.7	.	19.2	.	.	25.7	2.6	-23.3
(23) CC(C)(C)[C@H]1C=C(C(=O)N2CCOCC2)O[C@@H](OCCCCO)C1
 : 1.3	-1.6	-1.0	2.6	9.5	-5.3	11.3	-1.3	4.3
(24) Cc1ccc(CNC(=O)Cn2cccc2C(=O)c2ccccc2)cc1
 : 11.2	5.0	1.9	-4.0	-14.5	-5.8	28.3	-0.3	-4.5
(25) Cn1c(=O)c2c(nc(OCCc3ccccc3)n2C)n(C)c1=O
 : 6.0	-0.8	-0.5	-29.0	22.3	-1.5	-7.5	-2.8	-18.6
(26) O=C(OCC(=O)N1CCOCC1)c1ccc(Cl)c(S(=O)(=O)N2CCc3ccccc32)c1
 : 11.1	0.5	3.2	5.5	0.1	-7.5	0.0	0.1	1.4
(27) COc1ccccc1-c1ccc(Nc2cccc(C(C)=O)c2)nn1
 : -13.9	6.5	1.0	-40.3	-30.4	0.2	-39.1	4.6	0.7
(28) CSc1cc(-c2ccccc2)n(Cc2ccccc2Cl)c(=O)c1C#N
 : 32.1	0.2	6.2	64.4*	-0.2	-3.2	42.8	1.2	-27.7
(29) COc1ccc(CC2(CO)CCN(Cc3cccnc3)CC2)cc1
 : 0.4	-0.6	-15.3	-0.2	1.2	-1.8	-16.2	-3.3	9.4
(30) O=C(CCCN1C(=O)S/C(=C/c2ccccc2)C1=S)Nc1ccc(C(=O)O)cc1
 : 12.2	2.6	3.8	3.6	16.1	8.5	7.9	-1.5	10.5
(31) CCc1ccccc1OCCOc1ccc(C)cc1OC
 : 8.0	-2.8	20.1	-6.9	-10.4	-15.2	22.3	-4.7	2.1
(32) CCOc1ccccc1NC(=O)COc1coc(CN2CCc3ccccc32)cc1=O
 : 13.2	-0.1	0.2	2.7	22.2	-5.0	5.5	0.7	-26.2
(33) CCCCCCSc1ccc(-c2nc3ccccn3c2NCCCC)cc1
 : 10.0	10.5	17.3	7.6	13.7	0.4	-18.6	1.1	-1.4
(34) COc1ccccc1/C=N/NC(=O)CC(=O)Nc1ccc(Cl)c(Cl)c1
 : 7.8	2.0	0.3	-9.0	6.6	-11.1	3.2	-0.4	10.5
(35) O=C(NC(=S)Nc1c(Cl)ccc2nsnc12)c1ccccc1F
 : 27.9	3.9	2.4	-7.0	-19.8	15.1	2.8	0.5	-61.9
(36) COC(=O)c1ccccc1S(=O)(=O)NNC(=O)C12CC3CC(CC(C3)C1)C2
 : -4.8	0.7	-2.0	-7.4	9.5	-5.1	-7.5	-1.1	0.2
(37) CN1CCN(C2=Nc3cc(F)ccc3Cc3ccccc32)CC1
 : .	-0.9	.	-6.1	.	.	38.6	-4.7	6.0
(38) O=C(NCc1ccccc1C(F)(F)F)C12CN(Cc3ccccc3)CC1C(c1ccc([N+](=O)[O-])cc1)=NO2 (stereo unspecified)
 : 4.3	-0.4	-32.7	-12.6	11.6	4.5	-25.1	-2.1	15.2
(39) COc1ccc(/C=C/C(=O)c2cc(F)ccc2OC(=O)c2ccccc2)cc1OC
 : 19.6	2.7	-1.1	58.4*	50.4	-7.5	68.4*	22.2	-220.7
(40) COc1ccc(NC(C)=[N+](C)CCNS(=O)(=O)c2ccc(Cl)cc2)cc1Cl
 : -2.7	-0.3	-7.3	-10.7	14.9	14.4	19.2	-3.2	-7.8

(next part)
Order of results – CCR6 antag	UPR CHOP act	EBI2 antag	Jurkat NFkB inh	Gli-Sufu antag	CXCR6 inh	Mdm2 MdmX PPI	XBP1 UPR activ	697 NFkB inh
(41) O=C(c1ccccc1NS(=O)(=O)c1ccc(F)cc1)N1CCCCC1
 : -9.1	0.0	-5.1	-1.3	-1.9	-16.2	-1.7	-1.0	20.9
(42) O=C(CN1C(=O)COc2ccccc21)N(Cc1ccc2c(c1)OCO2)CC1CCCO1 (stereo unspecified)
 : 2.3	-0.6	2.4	11.0	3.7	-9.2	10.5	0.9	14.4
(43) COc1ccc(NC(=O)CSc2ccc(-c3sc(C)nc3C)nn2)cc1
 : 2.0	1.4	-11.1	8.7	-5.9	-8.8	16.1	-0.9	-7.8
(44) COc1ccc(-c2nc(C#N)c(NCc3cccnc3)o2)cc1OC
 : -0.7	0.7	-3.4	2.0	-1.7	-4.3	9.4	8.8	6.5
(45) O=C(CCC(=O)c1ccccc1)NCc1cccc(C(F)(F)F)c1
 : 12.2	1.9	-6.6	0.4	3.4	9.2	-9.9	1.8	13.9
(46) CCN(CC)C(=O)CSc1nc(O)c(Cc2ccccc2)c(=O)n1-c1ccc(C)cc1
 : 7.9	0.5	-9.1	2.8	3.8	-2.3	2.7	2.0	-3.5
(47) O=C1CSC(c2ccccc2Br)N1c1ccc(Cl)cn1 (stereo unspecified)
 : 12.9	1.5	4.9	13.2	-0.1	6.6	-5.6	0.5	7.1
(48) Cc1ccc2c(c1)/C(=C/c1ccccc1)C(=O)N2
 : 9.7	8.0	-32.3	-6.5	8.0	4.2	35.5	13.7	19.6
(49) COCCN(C(=O)c1ccc2c(c1)C(=O)N(c1ccccc1Cl)C2=O)c1c(N)n(CC(C)C)c(=O)[nH]c1=O
 : 6.8	.	-20.3	.	-1.8	7.8	.	.	.
(50) Cc1cc(C)n(C(=O)CCCn2nc(C)c([N+](=O)[O-])c2C)n1
 : -0.7	1.5	-4.0	-11.9	32.6	0.7	13.9	0.1	3.1

Pulled by compound from the entries so far, two records:
Order of results – CCR6 antag	UPR CHOP act	EBI2 antag	Jurkat NFkB inh	Gli-Sufu antag	CXCR6 inh	Mdm2 MdmX PPI	XBP1 UPR activ	697 NFkB inh
(49) COCCN(C(=O)c1ccc2c(c1)C(=O)N(c1ccccc1Cl)C2=O)c1c(N)n(CC(C)C)c(=O)[nH]c1=O
 : 6.8	.	-20.3	.	-1.8	7.8	.	.	.
(42) O=C(CN1C(=O)COc2ccccc21)N(Cc1ccc2c(c1)OCO2)CC1CCCO1 (stereo unspecified)
 : 2.3	-0.6	2.4	11.0	3.7	-9.2	10.5	0.9	14.4
